# TNAP inh hiacc = TNAP (human) inhibition, high acceptor; P05186; purified TNAP, CDP-star luminescence, 1 M DEA; inhibition, % at 20 µM; hit rate 0.03% among 200,000; AID 1135;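 active = over 50% inhibition of tissue-nonspecific alkaline phosphatase at 20 µM in the single-dose screen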;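 note: plate controls were DMSO wells for no effect and EDTA-quenched wells as full inhibition for full effect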
# G6PDH CS = L. mesenteroides G6PDH inhibition counter-screen; hit rate 0.12% among 200,000; inhibition, % at 5 µM; AID 1020; Purified L. mesenteroides G6PDH, diaphorase/resazurin coupled fluorescence, 45 min; in the data active = inhibition above about 50%
# HMGR II inh = inhibitors of class II HMG-CoA reductase from Enterococcus faecalis; hit rate 0.41% among 190,000; purified E. faecalis HMGR, NADPH absorbance 340 nm kinetic; AID 1066; inhibition, % at 10 µM;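 active = inhibition above a set limit, the median over all tested compounds plus 3 SD, cut at about 9.5% in these data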;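 note: enzyme runs in reverse so mevalonate oxidation gives rising NADPH absorbance; 0% = complete reaction with DMSO and 100% = background rate lacking mevalonate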
# FLuc stim CS = firefly luciferase counter-screen for stimulation assays; activation factor at 10 µM; ATPlite luciferase biochemical, luminescence, 10 min; 0 = ATP-free wells, 1 = DMSO control; P08659; AID 1027; 200,000 tested, under 10 active;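 active = luciferase activation factor, scaled between plate controls, of at least 2 with compound at 10 µM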
# Target sequence (P08659 whole entry, looked up): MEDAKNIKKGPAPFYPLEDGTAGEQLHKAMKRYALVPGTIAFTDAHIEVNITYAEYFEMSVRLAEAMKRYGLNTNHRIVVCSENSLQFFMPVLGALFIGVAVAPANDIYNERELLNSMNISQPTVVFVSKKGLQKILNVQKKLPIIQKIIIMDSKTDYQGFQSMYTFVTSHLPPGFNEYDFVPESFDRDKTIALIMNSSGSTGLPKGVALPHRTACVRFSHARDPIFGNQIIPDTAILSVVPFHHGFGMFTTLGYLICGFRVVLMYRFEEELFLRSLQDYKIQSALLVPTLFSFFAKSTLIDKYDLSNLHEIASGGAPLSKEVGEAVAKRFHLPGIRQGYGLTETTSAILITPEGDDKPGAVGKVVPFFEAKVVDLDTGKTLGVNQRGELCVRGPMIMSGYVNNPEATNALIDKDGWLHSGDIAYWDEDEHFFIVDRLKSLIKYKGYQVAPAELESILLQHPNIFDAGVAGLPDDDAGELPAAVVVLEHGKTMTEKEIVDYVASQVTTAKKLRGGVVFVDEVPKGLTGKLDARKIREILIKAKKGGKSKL
#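 System: luciferase plus luciferin reagent, cell-free; medium: PBS as buffer for the ATP substrate; dosing: test compounds dosed from 2 mM stocks in 100% DMSO; timing: 10 min post-reagent at room temperature; measured by: luminescence measurement of luciferase light output; evaluation: luciferase activation, seen as luminescence increase over controls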
# PMI act = increases human mannose-6-phosphate isomerase activity. purified human PMI, coupled resazurin fluorescence, 20 min; stronger effect = higher value; 1 = vehicle control, 0 substrate-free wells. activation factor at 20 µM. hit rate 0.005% among 190,000. AID 1214;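 active = activation factor of 2 or more at 20 µM, relative to plate controls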
# Target sequence (P34949 whole entry, looked up): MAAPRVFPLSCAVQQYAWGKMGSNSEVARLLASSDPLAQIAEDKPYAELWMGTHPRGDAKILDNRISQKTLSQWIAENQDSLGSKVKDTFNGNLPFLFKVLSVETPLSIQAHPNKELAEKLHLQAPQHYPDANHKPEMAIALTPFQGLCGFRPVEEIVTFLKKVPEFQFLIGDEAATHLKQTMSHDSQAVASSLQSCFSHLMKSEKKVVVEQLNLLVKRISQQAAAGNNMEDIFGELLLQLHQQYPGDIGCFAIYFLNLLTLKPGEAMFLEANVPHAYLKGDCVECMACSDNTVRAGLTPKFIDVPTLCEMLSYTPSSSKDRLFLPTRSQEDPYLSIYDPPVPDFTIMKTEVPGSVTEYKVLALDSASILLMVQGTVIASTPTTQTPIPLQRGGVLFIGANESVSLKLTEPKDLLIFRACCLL
# TNAP act hi DEA = increases human TNAP activity under high phosphate acceptor concentration | purified TNAP, CDP-star luminescence, 1 M DEA, 30 min; stronger effect = higher value; 0 = EDTA background, 1 = DMSO-only activity | activation factor at 20 µM | 200,000 tested, under 10 active;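 active = activation factor at least 2 at 20 µM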
#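 Measured by: Luminescent substrate turnover signal | Test system: Human TNAP | Input: TNAP 1/800 final | Dosing: 20 µM single point | Schedule: 30 min, room temperature | Controls: EDTA wells as negative control, DMSO wells as positive control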
# PMI act hi M6P = PMI (human) activation, high substrate | P34949 | coupled PMI enzyme assay, resazurin fluorescence, 20 min; stronger effect = higher value; 1 = untreated enzyme, 0 = substrate-free blank | activation factor at 20 µM | hit rate 0.34% among 190,000 | AID 1216;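 active = activation factor of 2 or more at 20 µM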
#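 test system = human PMI in coupled enzyme assay | medium = HEPES-buffered pH 7.4 with magnesium and detergent | also added = 1.0 mM mannose-6-phosphate substrate with 0.22 mM NADP+ | compound = 20 µM single dose | times = 20 min incubation at room temperature | measured by = resorufin fluorescence (Ex 544/Em 590 nm) from resazurin via diaphorase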
# Diaphorase inh = inhibits diaphorase or chemically oxidizes, flagging diaphorase assay artifacts. diaphorase resazurin-to-resorufin fluorescence, NADH, 16 min; bacterial (C. kluyveri) enzyme, not human. inhibition, % at 20 µM. hit rate 0.69% among 190,000. AID 1217;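 active = primary screen inhibition at 20 µM above a set limit, cut at about 50% in these data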;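 note: plate controls were DMSO with full reaction for no effect and wells lacking NADH for full effect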
#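 Detection: fluorescence of resorufin formed from resazurin, Ex 544/Em 590 nm; test system: Clostridium kluyveri diaphorase enzyme; amount: 0.14 U/mL diaphorase, enzyme working solution; times: 16-min room-temperature incubation before reading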
# Diaphorase act = counter-screen for diaphorase-based assays: diaphorase activators and chemical reducers; Diaphorase/resazurin coupled assay, resorufin fluorescence, 16 min; stronger effect = higher value; 1 = vehicle wells, 0 = NADH-free wells; activation factor at 20 µM; hit rate 0.005% among 190,000; AID 1229;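 active = diaphorase activity raised at least twofold by the compound at 20 µM; inactive = activation factor below 2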
#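 Material: purified diaphorase enzyme from Clostridium kluyveri / Medium: HEPES pH 7.4 buffer with MgCl2 and Tween 20 / Schedule: enzyme reaction of 16 min at room temperature / Measured by: resorufin fluorescence, excitation 544 nm, emission 590 nm / Evaluation: rise in resorufin formation, marking diaphorase activation or chemical reduction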
# TNAP inh noacc = inhibitors of human TNAP without phosphate acceptor; purified TNAP, CDP-star luminescence, 30 min; hit rate 0.26% among 200,000; P05186; inhibition, % at 20 µM;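 active = tissue-nonspecific alkaline phosphatase inhibition above about 50% at 20 µM in the single-dose screen, limit read from the data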;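 note: 0% = DMSO negative control and 100% = EDTA positive control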
# * marks the source's active call; other numbers are inactive results; · = no result given.
SMILES,TNAP inh hiacc,G6PDH CS,HMGR II inh,FLuc stim CS,PMI act,TNAP act hi DEA,PMI act hi M6P,Diaphorase inh,Diaphorase act,TNAP inh noacc
Cc1ccc(NC(=O)c2ccoc2C)cc1C,-2.2,3.0,1.8,0.7,1,1,0.9,14.1,0.9,-3.9
COc1ccc(N(CN2C(=O)C3CC=CCC3C2=O)C(=O)c2ccco2)cc1 (stereo not drawn),-3.3,-2.4,-1.5,1,0.9,1,0.9,13.8,0.9,-10.1
O=S(=O)(Nc1nc2cc3c(cc2nc1Cl)OCCO3)c1ccccc1,-2.9,6.5,-2.2,1,0.8,1,0.6,38.1,0.6,-7.1
CN1C(=O)C(C(=O)Nc2ccccc2F)c2ccccc21 (stereo not drawn),-0.6,6.3,-2.9,0.8,1.1,1,1,17.2,0.8,-1.8
CCCCNC(=O)CC1N=C2c3ccccc3N=C(SCC(=O)Nc3cccc(C)c3)N2C1=O (stereo not drawn),0.5,6.2,-2.2,1,1,1,1.1,-2.4,1,-6.9
COc1cccc(/C=C/C(=O)OCC(=O)NCC2CCCO2)c1 (stereo not drawn),-2.2,3.0,-4.0,1,1,1,1,8.5,0.9,-2.6
CC(=O)NC1=NN(C(C)=O)C(c2ccccn2)S1 (stereo not drawn),-6.8,13.3,-2.1,1,1,1.1,1,-0.7,1,-7.3
C=CCn1c2ccccc2c2nnc(SC(CC)C(=O)Nc3nc(C)c(C(=O)OCC)s3)nc21 (stereo not drawn),3.4,10.1,0.9,1,1,1,0.9,21.4,0.8,12.5
N#Cc1c(-c2cccs2)cc(-c2cccnc2)nc1N,-1.1,-4.4,1.5,1.1,0.9,1,0.9,24.0,0.8,-9.3
CC(C)C(C)NC(=O)CN1C(=O)NC2(CCCCCC2)C1=O (stereo not drawn),-4.6,4.6,-1.7,1.1,1.1,1,1,6.2,0.9,-13.0
O=C(NC(=S)Nc1ccc(C(=O)N2CCOCC2)cc1)c1ccc([N+](=O)[O-])cc1,-1.9,12.8,4.9,1,0.9,1,1,7.8,0.9,14.6
CCCCNC(=S)NNC(=O)C12CC3CC(CC(C3)C1)C2,-2.4,-3.8,-2.4,1.1,1,1,1,1.0,1,-13.4
CON/C=C(\C=Nc1ccc(C(F)(F)F)cc1)c1ncc(C(F)(F)F)cc1Cl,0.5,8.3,-3.4,1.1,1,1,1,3.7,1,-5.2
O=C1CCCCCC1C1(O)C(=O)Nc2ccccc21 (stereo not drawn),-5.0,-7.2,-4.6,1.1,0.9,1.1,0.9,10.0,0.9,-10.7
Cc1ccc(CN=c2c([N+](=O)[O-])nn(-c3ccc(Cl)cc3)n2O)cc1,2.7,1.8,-3.5,1,1.1,1,1,-14.0,1.1,5.4
Cc1ccc(N2C(=O)CC(NNc3nc4ccccc4s3)C2=O)cc1C (stereo not drawn),-3.1,12.7,-0.1,1,0.9,1,0.9,12.4,0.9,-14.5
Cc1ccc(NCC(=O)N/N=C/c2cccc(Br)c2)cc1,-1.4,5.4,-2.7,1,0.9,1,0.9,1.4,1,-10.1
Cc1nnc(NC(=O)CSc2nnc(C)n2-c2ccc(F)cc2)s1,-6.4,9.1,4.1,1.1,1.2,1.1,1.2,7.3,0.9,-25.9
CC(=O)Nc1ccccc1NC(=O)c1cc(C)cc(C)c1,-4.6,7.5,4.0,1.1,1.1,1,1.1,8.3,0.9,-2.1
CC(C)(C)NC(=O)C(c1ccco1)N(C(=O)c1csnn1)c1ccccc1 (stereo not drawn),-1.0,7.2,-3.1,1.1,1,1,1,6.8,0.9,-0.8
O=C(O)Cc1ccc(NC(=S)NCc2ccco2)cc1,-0.4,-3.9,-1.5,1,1,1,0.9,10.6,0.9,-7.6
CC12CC3CC(C)(C1)CC(NCc1ccncc1)(C3)C2,-1.9,0.9,-5.7,1,1.2,1,1.2,3.8,1,-9.8
O=C(CSc1ccc(Cl)cc1)Nc1ccccc1N1CCN(C(=O)c2ccc(Cl)cc2)CC1,-5.7,-18.1,0.3,1.1,0.8,1.1,0.9,18.7,0.8,-10.8
CC(C)(C)c1ccc(C(=O)N/N=C/c2ccc(OCCCF)cc2)cc1,-4.9,2.7,2.0,1.1,0.9,1,1,-3.5,1,-11.2
Cc1c(-n2c(O)c(C3=c4ccccc4=NC3=O)sc2=S)c(=O)n(-c2ccccc2)n1C,1.0,25.4,-7.5,1,0.6,1,0.5,0.0,1,13.7

# Further entries.
SMILES,TNAP inh hiacc,G6PDH CS,HMGR II inh,FLuc stim CS,PMI act,TNAP act hi DEA,PMI act hi M6P,Diaphorase inh,Diaphorase act,TNAP inh noacc
CN1C(=O)c2ccccc2C(C(=O)NCCCN2CCCC2=O)C1c1c[nH]c2ccccc12 (stereo not drawn),-3.6,6.8,1.4,1,1,1,1,6.2,0.9,-12.3
COCCNC(=O)CSc1nc2cc3c(cc2c(=O)n1Cc1ccco1)OCO3,0.4,0.1,1.0,1,1,1,1,9.3,0.9,-9.8
O=C(NC(=S)Nc1ccccc1N1CCCC1)c1ccc(F)cc1,-3.9,10.9,2.7,1,0.7,1,0.6,30.8,0.7,-19.2
CCOC(=O)c1ccc(NC(=O)CSc2nnc(Cc3cccs3)n2C)cc1,-0.5,-1.0,-2.7,1,0.9,1,0.9,8.7,0.9,-3.0
C#CCNC(=O)C1=C[C@@H](c2coc3ccccc3c2=O)[C@H](CCCO)[C@@H](OCC)O1,-3.4,11.6,-2.0,1,0.9,1,0.9,12.1,0.9,0.6
O=C(NCCCN1CCOCC1)C(=O)NCc1ccco1,-0.2,14.7,-2.4,1,1,1,1,5.1,0.9,0.4
CC(=O)N(CC(=O)Nc1sc(C)c(C)c1C(N)=O)Cc1ccccc1,0.6,7.7,5.6,1,0.9,1,1,-1.9,1,-2.6
O=C(COc1ccccc1F)N/N=C1\CCCc2ccccc21,-1.6,-9.3,2.9,0.9,0.9,1,1,5.1,0.9,-3.8
CN(C)/C=C1\NC(=S)N(c2ccc(Cl)cc2)C1=O,-6.8,-1.2,-3.0,1,0.9,1.1,1,15.5,0.8,-3.4
O=C(CCSc1ccccc1)Nc1nnc(-c2cccs2)o1,-3.5,6.9,-2.8,1.1,1,1,1.1,12.8,0.9,-4.0
O=C(Nc1cccc(S(=O)(=O)N2CCCCC2)c1)c1ccccc1NS(=O)(=O)c1ccc(F)cc1,1.6,-8.6,1.4,1.1,1,1,1,22.0,0.8,15.1
CCCC(=O)Nc1ccc(NC(=S)NC(=O)c2ccccc2[N+](=O)[O-])cc1,0.7,5.9,-10.9,1.1,0.8,1,1,18.8,0.8,-15.0
CCn1c(-c2ccc([N+](=O)[O-])cc2)n[nH]c1=S,-4.9,9.9,-5.4,1.1,1,1,1,17.0,0.8,14.6
CCCCNC(=O)CNC(=O)c1cccs1,-2.4,3.9,0.0,1,1,1,1,-5.5,1.1,-9.6
Cc1c(C(=O)NCCN2CCOCC2)oc2ccccc12,-0.6,-7.5,-8.1,1.1,1,1,1,9.5,0.9,-10.9
CCOCCn1c(CN2CCC(Cc3ccccc3)CC2)nc2c1c(=O)n(C)c(=O)n2C,1.5,3.7,·,1,0.9,1,0.8,18.6,0.8,-4.0
O=C(NCc1ccccn1)c1cc2c(ccc3ccccc32)oc1=O,-0.7,3.4,-1.1,0.9,1,1,0.9,5.1,0.9,-5.1
Cc1c(N=Cc2ccc(-c3ccc(Cl)cc3)o2)c(=O)n(-c2ccccc2)n1C,-1.8,5.6,0.7,1,0.9,1,0.9,22.9,0.8,-1.3
COc1cccc(NC(=O)Cn2c(SCC(=O)N3CCOCC3)nc3ccccc32)c1,-2.7,-14.9,-0.8,1.1,0.9,1,1,7.7,0.9,-1.1
C/C(NC(=O)c1cccs1)=C1\C(=O)C[C@@H]2[C@H]1C2(C)C,-8.0,-2.9,-1.7,0.9,1,1.1,1,18.7,0.8,-13.5
CCCCc1cn([C@@H](CCCCN)C(=O)N2CCNCC2)nn1,-8.3,1.8,-5.3,1.1,0.9,1.1,1.1,37.6,0.6,-9.2
COC(=O)[C@@H]1CCCN1C(=O)CCc1nnc(C2CCCCC2)o1,-2.7,10.1,2.2,1,1,1,1,9.0,0.9,-8.9
O=C(NC1CCCC1)c1ccc(COCC(F)(F)F)o1,-2.3,3.5,-3.5,1,0.9,1,0.9,10.7,0.9,-8.5
O=C(Nc1cccc(F)c1)NC1(C(=O)N2CCN3CCCC3C2)CCCCC1 (stereo not drawn),0.6,2.3,1.5,1.1,1.1,1,1.1,0.7,1,-15.9
CCCCCN1CC(O)=C(c2ccccc2)C1=N,-5.4,6.7,-1.2,1.1,0.9,1.1,0.9,5.7,0.9,-9.7
COc1ccc2nc3oc(C(=O)N4CCC(C(N)=O)CC4)cc3cc2c1,-2.0,-0.3,-0.8,1,1,1,1.1,-5.0,1.1,-10.2
O=S(=O)(c1ccccc1)c1nc(-c2ccco2)oc1N1CCOCC1,0.4,3.8,1.5,1.1,1,1,1,5.3,0.9,-7.8
O=[n+]1c2c(n([O-])c3ccccc31)CCCC2,-2.5,21.4,1.6,1,1,1,1,10.4,0.9,6.7

# 2 of these compounds, reformatted.
Molecule	TNAP inh hiacc	G6PDH CS	HMGR II inh	FLuc stim CS	PMI act	TNAP act hi DEA	PMI act hi M6P	Diaphorase inh	Diaphorase act	TNAP inh noacc
COc1ccc2nc3oc(C(=O)N4CCC(C(N)=O)CC4)cc3cc2c1	-2.0	-0.3	-0.8	1	1	1	1.1	-5.0	1.1	-10.2
O=S(=O)(c1ccccc1)c1nc(-c2ccco2)oc1N1CCOCC1	0.4	3.8	1.5	1.1	1	1	1	5.3	0.9	-7.8

# Ordered by molar mass (lowest first): some entries from above.
SMILES,TNAP inh hiacc,G6PDH CS,HMGR II inh,FLuc stim CS,PMI act,TNAP act hi DEA,PMI act hi M6P,Diaphorase inh,Diaphorase act,TNAP inh noacc
Cc1ccc(NC(=O)c2ccoc2C)cc1C,-2.2,3.0,1.8,0.7,1,1,0.9,14.1,0.9,-3.9
CN(C)/C=C1\NC(=S)N(c2ccc(Cl)cc2)C1=O,-6.8,-1.2,-3.0,1,0.9,1.1,1,15.5,0.8,-3.4
O=C(O)Cc1ccc(NC(=S)NCc2ccco2)cc1,-0.4,-3.9,-1.5,1,1,1,0.9,10.6,0.9,-7.6
O=C(NC1CCCC1)c1ccc(COCC(F)(F)F)o1,-2.3,3.5,-3.5,1,0.9,1,0.9,10.7,0.9,-8.5

# Assay outcomes (PubChem)
